NR1D1 modulator = Rev-erb alpha (human) modulation | P20393 | Rev-erbα–FITC-DNA binding, fluorescence polarization, 90 min | activity, % at 10 µM | 370,000 tested, 0.79% active;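 active = activity above about 14%, limit read from the data; passing the limit was not always enough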;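 note: 0% = DMSO wells with 35 nM protein and 100% = DMSO wells with 750 nM protein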
HTRA1 inhibitor = inhibitors of human serine peptidase HTRA1. Q92743. recombinant HTRA1, FP-rhodamine activity-based probe, fluorescence polarization. inhibition, % at 5.96 µM. 340,000 tested, 0.5% active. AID 504803; in the data active = inhibition above about 36%;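 note: 0% = enzyme with DMSO and 100% = wells lacking enzyme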
PRMT1 inh = blocks human protein arginine methyltransferase 1 | recombinant PRMT1, activity-based probe fluorescence polarization | 370,000 tested, 1.3% active | inhibition, % at 2.79 µM;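 active = inhibition above about 21% made by adding two undisclosed values, limit read from the data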
Target sequence (Q99873 whole entry, looked up): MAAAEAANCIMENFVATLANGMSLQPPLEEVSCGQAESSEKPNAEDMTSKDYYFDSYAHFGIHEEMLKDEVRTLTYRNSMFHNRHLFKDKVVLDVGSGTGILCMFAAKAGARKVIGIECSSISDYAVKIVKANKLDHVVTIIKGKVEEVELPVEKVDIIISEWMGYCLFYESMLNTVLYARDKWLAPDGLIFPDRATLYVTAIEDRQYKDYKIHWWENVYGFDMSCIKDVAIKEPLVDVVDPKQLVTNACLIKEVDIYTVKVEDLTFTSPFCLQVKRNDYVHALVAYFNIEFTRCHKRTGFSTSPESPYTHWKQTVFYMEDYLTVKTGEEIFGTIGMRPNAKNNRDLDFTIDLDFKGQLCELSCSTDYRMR
PG9 binder = binds the HIV-1 gp120 antibody PG9. TR-FRET gp120-PG9 antibody binding. inhibition, % at 6.7 µM. 360,000 tested, 0.43% active; in the data active = inhibition above about 8.5%
TDP2 inh = TDP2 (human) inhibition, absorbance primary screen | recombinant TDP2, T5PNP hydrolysis, p-nitrophenol absorbance 415 nm | 370,000 tested, 0.34% active | inhibition, % at 12.8 µM | O95551;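 active = inhibition above the mean of all tested compounds plus 3 SD, set per campaign, cut at about 25% in these data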;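 note: 0% = DMSO with enzyme and 100% = buffer with substrate but no TDP2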
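System: recombinant human TDP2 / Amount: 120 nM TDP2 per well / Also added: 5 mM T5PNP chromogenic substrate / Doses: 12.8 µM single point, 1% DMSO / Incubation: 2 h at 37 °C / Detection: p-Nitrophenol epi absorbance / Evaluation: % inhibition relative to enzyme-containing and enzyme-free wells / Repeats: singlicate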
rCAG binder = r(CAG) repeat RNA binding; TO-PRO-1 dye displacement fluorescence; inhibition, % at 3 µM; 370,000 tested, 1.3% active;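 active = inhibition above the plate cutoff, the mean of all test compounds on that plate plus 3 SD, cut at about 35% in these data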;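 note: 0% = DMSO alone and 100% = 100 µM mitoxantrone as full dye displacement; higher means more dye released from RNA so lower well fluorescence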
LEDGF integ inh = blocks HIV-1 LEDGF/p75-dependent DNA integration; TR-FRET IN-LEDGF/p75 DNA integration, Eu/Cy5; inhibition, % at 3.7 µM; 370,000 tested, 0.64% active;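 active = inhibition above the screen-wide mean plus 3 SD, cut at about 13% in these data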;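 note: signal is the Cy5 over europium emission ratio at 671 and 618 nm; 0% = plate median of compound wells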
TCR-CD3 inh = human TCR-CD3 binding inhibition. TAMRA-labeled TCR probe fluorescence, biochemical. 360,000 tested, 0.37% active. inhibition, % at 9.4 µM; in the data active = inhibition above about 19%;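 note: recombinant mutant TCR 2C K166C tagged with TAMRA read by polarization; 0% = receptor in buffer alone and 100% = receptor with positive control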
SIAE inh = human SIAE inhibition, primary screen; SIAE FP-Rh probe binding, fluorescence polarization; Q9HAT2; 370,000 tested, 0.69% active; inhibition, % at 9.66 µM;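 active = inhibition above a cutoff: mean of compounds within the control limits plus 3 SD of those, cut at about 17% in these data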;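 note: 0% = plate median of compound wells and 100% = probe without SIAE protein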
Target sequence (Q9HAT2 whole entry, looked up): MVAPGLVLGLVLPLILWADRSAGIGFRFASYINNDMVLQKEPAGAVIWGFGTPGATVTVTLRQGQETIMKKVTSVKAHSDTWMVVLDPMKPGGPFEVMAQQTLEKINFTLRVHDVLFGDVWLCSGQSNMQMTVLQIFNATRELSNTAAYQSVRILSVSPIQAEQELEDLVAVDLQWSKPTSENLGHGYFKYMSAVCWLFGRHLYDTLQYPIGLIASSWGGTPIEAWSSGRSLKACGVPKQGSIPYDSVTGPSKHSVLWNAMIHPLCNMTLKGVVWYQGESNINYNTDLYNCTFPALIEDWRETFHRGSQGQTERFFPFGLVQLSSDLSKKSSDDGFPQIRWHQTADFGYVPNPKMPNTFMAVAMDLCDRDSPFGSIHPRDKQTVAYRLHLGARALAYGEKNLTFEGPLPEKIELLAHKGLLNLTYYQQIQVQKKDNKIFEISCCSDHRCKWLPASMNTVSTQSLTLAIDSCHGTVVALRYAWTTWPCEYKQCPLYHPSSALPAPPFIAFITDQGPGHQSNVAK
ABHD4 inh = inhibitors of mouse ABHD4; 370,000 tested, 0.54% active; Q8VD66; inhibition, % at 8.92 µM; purified mABHD4, FP-Rh probe fluorescence polarization;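 active = inhibition exceeding the mean over every tested compound plus 3 SD, cut at about 30% in these data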;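 note: 0% = plate median of compound wells and 100% = S159A mutant with DMSO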
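Test system: mABHD4 protein; Read-out basis: % inhibition; Incubation: 45 min + 60 min at 25 °C; Repeats: single replicate; Technique: fluorescence polarization with parallel and perpendicular emission, 525/598 nm; Compound: 8.92 µM, single dose; Benchmarks: full inhibition S159A mutant plus DMSO, zero as sample-well median.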
* = called active by the depositor; . = not tested or not shown. The list is partial; rates above refer to the full screens.

SMILES	NR1D1 modulator	HTRA1 inhibitor	PRMT1 inh	PG9 binder	TDP2 inh	rCAG binder	LEDGF integ inh	TCR-CD3 inh	SIAE inh	ABHD4 inh
COc1ccc(N2CCN(c3cncc(C)n3)CC2)cc1	1	.	-3	-1.2	-9	-1	1	0	-5	1
O=C(NC1CCCc2ccccc21)C1CCN(c2nnc(-n3cccc3)s2)CC1 (stereo unspecified)	-3	-18	-2	0.5	8	8	1	-10	6	-3
O=S(=O)(c1ccc(N2CCCC2)nc1)N1CCCC1	1	-1	0	0.3	5	-5	-8	-2	-2	-10
CCC(C)(C(=O)NC1CCCC1)N(CC1CCCO1)C(=O)c1ccc2c(c1)OCO2 (stereo unspecified)	-5	3	-1	1.1	10	-4	1	-9	2	2
O=C(O)Cc1ccc(Nc2cnn(C34CC5CC(CC(CC(=O)O)(C5)C3)C4)c(=O)c2Cl)cc1	5	3	2	0.8	9	0	-5	3	-5	3
COc1ccccc1N1CCN(C(=O)Cn2ncc3c([nH]c4ccccc43)c2=O)CC1	1	0	-2	-1.3	-13	2	-1	10	-7	-2
CN(C(=O)c1cccc(NC(=O)Cc2ccc(NC(=O)C3CCCN(C(=O)C4CCC4)C3)cc2)c1)C1CCC1 (stereo unspecified)	1	2	3	-1.5	-9	2	-3	-6	-2	9
N#Cc1ccsc1NC(=O)COc1ccc(-c2nnco2)cc1	1	0	2	0.1	10	15	-2	1	-7	5
Cc1ccccc1Cn1nnc2c1C(=O)c1ccccc1C2=O	2	-8	-3	0.0	6	1	7	3	7	-2
CC(C)(C)NC(=O)C1CCC(CNc2c(N3CCCCC3)c(=O)c2=O)CC1 (stereo unspecified)	-6	-5	4	0.2	-1	0	-1	-4	3	1
Cc1ccc(N2C(=O)C(F)(F)C2c2ccccc2)cc1 (stereo unspecified)	3	-10	0	0.7	-1	-4	5	1	8	-1
CC(C)Oc1ccc(C(=O)NC2(C(F)(F)F)NC(=O)N(CCCc3ccccc3)C2=O)cc1 (stereo unspecified)	3	-49	3	-2.2	-2	-3	0	0	-6	-23
COc1ccc(CCNC(=O)c2noc(C(C)C)c2[N+](=O)[O-])cc1OC	7	-2	3	0.8	-2	3	-1	-8	1	2
Cc1ccc(C(=O)N/C(=C/c2ccc(-c3cccc([N+](=O)[O-])c3)o2)C(=O)NC(C)C)cc1	4	4	-3	0.0	-2	3	-9	3	4	2
COCOc1cccc(CN2CCC2(C)C(=O)Nc2ccc(C)c(O)c2)c1 (stereo unspecified)	7	.	-3	-0.4	0	0	-2	-1	6	-3
CCc1nnc(NC(=O)C2CC(=O)N(CCc3ccc(F)cc3)C2)s1 (stereo unspecified)	4	3	-1	-0.5	-5	1	6	-1	3	1
O=[N+]([O-])c1ccc(Cl)c(-c2ccc(/C=N/c3c(-c4ccco4)nc4ccccn34)o2)c1	0	2	19	-9.6	-17	6	8	1	-1	10
CN1CCN(C(=S)NC(=O)c2ccc(-c3ccccc3)cc2)CC1	-8	4	2	-1.1	0	-1	-1	-1	0	-1
O=C(Nc1ccc(Br)cc1)c1ccc2c(c1)OCO2	2	-10	2	1.4	-5	0	2	1	3	-6
Cc1ccn2cc(CCNS(=O)(=O)c3ccc4c(c3)OCCO4)nc2c1	8	0	3	0.5	8	2	-3	-2	2	6
CCC(=O)Nc1c(C(=O)Nc2ccc3c(c2)OCCO3)oc2ccccc12	4	-4	-2	0.4	-18	2	3	-10	-5	-14
Cc1cc(C)c(S(=O)(=O)N2CCC(C(=O)OCc3c(C)noc3C)CC2)c(C)c1	9	-6	2	0.4	14	-1	-2	-7	-7	2
CCCCNC(=S)Nc1ccc(SC(F)F)cc1	1	-3	13	1.7	-4	1	6	-4	10	-20
COC(=O)C[C@H]1C[C@@H]2c3cc(NC(=O)CN(C)C)ccc3O[C@@H]2[C@H](CO)O1	-8	1	-3	-0.6	-2	1	4	-7	6	-4
COc1cc(OC)c(OC)cc1/C=C1\Oc2cc(OS(C)(=O)=O)ccc2C1=O	-19	1	9	-1.4	-1	-3	3	-1	-2	1
Cc1ccc2nsnc2c1S(=O)(=O)NCCc1c(C)[nH]c2ccc(F)cc12	0	-5	0	-2.2	-3	4	7	4	14	-7
CC(=O)n1cc(C2C(=O)CCCC2=O)c2ccccc21	-1	4	2	-5.1	-6	1	-4	4	5	-2
O=C(NNS(=O)(=O)c1ccc(CCCl)cc1)C(O)(c1ccccc1)c1ccccc1	5	-5	-1	-0.1	2	3	0	-2	3	-16
C=C1c2ccccc2NC(=O)N1c1ccc(OC)cc1	8	-2	1	-1.2	-10	2	4	4	1	-2
CCCCNC(=O)c1nc2ncc(Br)cn2n1	0	-1	-1	-1.2	11	1	0	1	11	3

Reprinted from the part before: 5 compounds; new compounds follow.
SMILES	NR1D1 modulator	HTRA1 inhibitor	PRMT1 inh	PG9 binder	TDP2 inh	rCAG binder	LEDGF integ inh	TCR-CD3 inh	SIAE inh	ABHD4 inh
Cc1ccc2nsnc2c1S(=O)(=O)NCCc1c(C)[nH]c2ccc(F)cc12	0	-5	0	-2.2	-3	4	7	4	14	-7
CC(=O)n1cc(C2C(=O)CCCC2=O)c2ccccc21	-1	4	2	-5.1	-6	1	-4	4	5	-2
O=C(NNS(=O)(=O)c1ccc(CCCl)cc1)C(O)(c1ccccc1)c1ccccc1	5	-5	-1	-0.1	2	3	0	-2	3	-16
C=C1c2ccccc2NC(=O)N1c1ccc(OC)cc1	8	-2	1	-1.2	-10	2	4	4	1	-2
CCCCNC(=O)c1nc2ncc(Br)cn2n1	0	-1	-1	-1.2	11	1	0	1	11	3
CCn1nnc(-c2ccccc2NC(=O)c2cc(OC)c(OC)c(OC)c2)n1	1	1	1	0.8	4	-1	-2	-2	3	-3
CCCCCCC1CC(CSC(=N)N)OC1=O (stereo unspecified)	3	2	2	-3.2	-18	1	3	-1	-2	-3
CCOC(=O)C1(C)CCN1C(=O)c1ccc(Cl)nc1 (stereo unspecified)	-4	.	3	-0.2	3	-1	-3	-7	-3	4
Cc1ccc(/C=N/NC(=O)c2ccc3nc[nH]c3c2)s1	5	-2	0	-5.6	-18	5	4	-11	-5	-8
O=C(COc1ccc2ccccc2c1)NCC(=O)N/N=C/c1ccco1	-6	3	-3	-1.9	-4	-1	-4	-3	-1	2
Cc1cc(Cl)ccc1OCC(=O)N/N=C1\CC2C=CCC12 (stereo unspecified)	2	-4	0	-1.1	1	1	-3	-3	-3	7
Cn1ncc(Cl)c1C(=O)Nc1nnc(C2CC2)s1	2	3	-4	0.4	21	-2	1	5	1	-1
COc1ccc(CCNC(=O)Cn2nnc(-c3ccc(N4CCOCC4)cc3)n2)cc1OC	-1	-4	0	-0.4	3	-4	1	4	4	3
Cc1[nH]c2ccccc2c1/C=N/NC(=O)CNC(=O)Cc1ccccc1	2	0	-1	-3.9	-1	3	2	5	2	6
COC(=O)C1=C(C(=O)c2ccccc2)C(c2cccs2)n2nnnc2N1 (stereo unspecified)	5	0	7	0.9	-1	5	3	2	4	-6
COc1ccc(S(=O)(=O)N2CCOCC2)cc1NC(=O)COC(=O)c1oc2ccccc2c1C	3	0	-2	-0.7	6	7	0	12	5	7
O=C(O)CN1CCCCC1	-1	6	6	-2.5	-3	-2	0	-2	-1	8
Oc1ccc(Br)cc1CNc1cnc2ccccc2c1	-3	-5	-3	-1.6	15	11	1	7	15	-16
COc1ccc(C(=O)OCC(=O)N2C(C)CCCC2C)cc1S(=O)(=O)N1CCOCC1 (stereo unspecified)	-1	9	-3	-0.3	4	1	-2	0	2	-3
Cc1cccc(-c2nnc(-c3cccc(NC(=O)Cc4cccs4)c3)o2)c1	0	-108	-2	-1.4	2	8	-3	3	-60	-23
Cc1ccc(-c2n[nH]c(=S)n2/N=C/c2ccc(C)o2)cc1	5	-3	4	-1.1	2	3	-1	3	15	7
COC(=O)COc1ccc(C(C2C(=O)CC(C)(C)CC2=O)C2C(=O)CC(C)(C)CC2=O)cc1	0	2	5	-2.5	-4	-4	3	20*	-1	0
C/C(=N\NC(=O)c1ccccc1-n1cccc1)c1ccccn1	0	1	-5	-1.5	-22	1	5	-3	-3	-7
CCCOCC1CC2(CC(C)(c3csc(N)n3)OC2=O)C(=O)O1 (stereo unspecified)	0	5	-1	-3.7	-18	1	-2	-9	-1	-8
O=C(Nc1cccc(F)c1)c1ccccc1	-4	5	1	0.8	4	-1	-1	5	-2	7
Cc1c(C(c2ccc(C(=O)O)cc2)c2c(C)n(C)n(-c3ccccc3)c2=O)c(=O)n(-c2ccccc2)n1C	0	3	1	-0.9	6	3	1	-1	2	0
CC(=O)Nc1ccccc1-c1nn[nH]n1	-1	-6	3	-2.1	5	7	2	-1	-3	0
Fc1ccc(-c2nnc(-c3ccc(Cl)cc3)o2)cc1	-4	-3	0	-2.8	6	4	-2	4	-4	6
O=C(Nc1ccc(S(=O)(=O)Nc2nccs2)cc1)c1ccncc1	-2	.	8	-1.0	-13	2	4	-2	-1	-4
CCc1c(Cc2ccccc2)ncn1CCc1ccccc1OC	1	.	1	1.4	4	4	3	6	0	0
CCOC(=O)C(NC(C)=O)(Nc1ccc(F)cc1)C(F)(F)F (stereo unspecified)	-3	3	0	-1.9	2	0	3	5	10	0
Cc1ccc(OC(=O)c2sc(Cl)nc2C)cc1C	1	-3	-1	1.2	-6	0	-1	-3	-1	-3
CC(C)(C#N)N([O-])C=C[N+](=O)C(C)(C)C#N	1	0	3	-2.2	-9	2	3	-3	4	-4
COc1cccc(NC(=O)CN(C)C(=O)c2cc(C3CC3)nn2-c2ccccc2)c1	7	13	4	0.6	-15	2	-7	-3	-2	-1
CCCCn1c(=O)c(Cc2ccccc2)c(O)c2ccccc21	0	0	4	5.2	-4	0	4	-7	9	-12
O=C(COC(=O)C1CCN(c2ccc(C(F)(F)F)cn2)CC1)Nc1ccc(F)cc1[N+](=O)[O-]	1	-3	5	0.0	5	-2	-2	8	3	2
CCCOc1ccc(C(=O)Nc2cc(S(=O)(=O)N3CCOCC3)ccc2N2CCN(CC)CC2)cc1OC	1	0	3	-1.6	14	1	0	2	5	6
CN(C)S(=O)(=O)c1ccc(SCC(=O)Nc2cccc(S(=O)(=O)N3CCCC3)c2)nc1	-2	-4	4	-1.8	-11	12	2	8	-2	3
O=C(CN(Cc1ccc(Cl)cc1)C(=O)c1csnn1)NCc1ccccc1	-2	0	-3	-0.9	6	-1	-1	6	-1	-1
Cc1ccc(NC(=O)CSc2nnc(N)s2)cc1S(=O)(=O)N1CCCCC1	-4	-6	-2	-1.5	-13	9	6	-4	-8	-7
Cc1ccccc1CNS(=O)(=O)c1csc(C(N)=O)c1	1	6	4	-0.1	-7	0	-2	-3	-1	3
Brc1ccc2[nH]c3c(c2c1)CCC3	6	2	-1	-1.1	9	6	1	5	15	-1
Cc1ccc(NC(=O)c2ccc(NCCCN3CCC(C)CC3)c([N+](=O)[O-])c2)cc1F	0	-1	-1	0.2	6	-1	-1	5	8	-2
CC1(C(=O)NS(=O)(=O)C2CC2)CCCN(C(=O)Cc2ccc(F)cc2)C1 (stereo unspecified)	-5	.	0	0.2	-9	3	3	4	4	6
